GPR151 ag: human GPR151 activation; AID 1508602; PathHunter beta-arrestin GPR151 cells, luminescence; activation, % at 11.2 µM; 1% of 650,000 active; Q8TDV0; in the data active = activation above about 4.9%;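 note: 0% = median of compound wells and 100% = cells with positive control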
Target sequence (Q8TDV0 whole entry, looked up): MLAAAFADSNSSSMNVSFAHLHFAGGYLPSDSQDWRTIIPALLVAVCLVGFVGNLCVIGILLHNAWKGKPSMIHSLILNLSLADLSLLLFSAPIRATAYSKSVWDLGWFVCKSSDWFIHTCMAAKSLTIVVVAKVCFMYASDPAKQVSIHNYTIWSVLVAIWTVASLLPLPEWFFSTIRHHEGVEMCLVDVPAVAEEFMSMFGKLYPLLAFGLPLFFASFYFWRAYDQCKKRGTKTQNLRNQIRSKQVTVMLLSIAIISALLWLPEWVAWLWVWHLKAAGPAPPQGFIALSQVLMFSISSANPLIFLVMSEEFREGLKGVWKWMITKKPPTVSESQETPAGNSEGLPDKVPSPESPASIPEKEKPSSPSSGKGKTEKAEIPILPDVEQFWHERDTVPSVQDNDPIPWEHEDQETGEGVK
FBW7 activator: activators of human E3 ligase FBW7 | normalized activity (activation), % at 26.1 µM | AID 1259310 | 0.13% of 650,000 active | AlphaScreen FBW7–phospho-cyclin E peptide binding, activator screen; in the data active = normalized activity above about 1.9%;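 note: purified mutant Fbw7 with reduced substrate affinity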
TEAD-YAP block: TEAD-YAP interaction inhibition; inhibition, % at 9.12 µM; HEK-TIYL cells, TEAD-Gal4/YAP UAS-luciferase luminescence; AID 1259422; 1.4% of 640,000 active; in the data active = inhibition above about 32%;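 note: 0% = median of test compound wells and 100% = reference inhibitor wells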
MITF inh: human MITF inhibition, primary screen | AlphaScreen MITF homodimerization, bead proximity signal | inhibition, % at 2.6 µM | 0.91% of 650,000 active; in the data active = inhibition above about 50%;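 note: 0% = vehicle wells with protein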
Target sequence (O75030 whole entry, looked up): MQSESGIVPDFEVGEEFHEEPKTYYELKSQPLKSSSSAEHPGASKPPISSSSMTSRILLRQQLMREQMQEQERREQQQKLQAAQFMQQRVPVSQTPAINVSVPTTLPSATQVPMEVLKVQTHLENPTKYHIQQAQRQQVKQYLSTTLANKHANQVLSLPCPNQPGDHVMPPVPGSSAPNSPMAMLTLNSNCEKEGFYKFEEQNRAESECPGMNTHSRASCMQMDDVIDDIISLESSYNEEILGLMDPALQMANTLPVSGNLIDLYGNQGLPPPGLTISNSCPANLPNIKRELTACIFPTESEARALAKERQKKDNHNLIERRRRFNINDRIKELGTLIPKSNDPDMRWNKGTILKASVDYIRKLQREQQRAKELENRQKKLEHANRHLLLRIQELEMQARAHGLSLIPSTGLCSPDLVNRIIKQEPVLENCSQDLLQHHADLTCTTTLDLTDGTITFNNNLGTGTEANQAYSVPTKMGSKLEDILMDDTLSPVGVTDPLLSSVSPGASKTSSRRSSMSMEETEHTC
An asterisk follows results filed as active.

SMILES	GPR151 ag	FBW7 activator	TEAD-YAP block	MITF inh
Cc1ccc(C(=O)NC2CCCCC2C)cc1NC1=NC2CS(=O)(=O)CC2S1 (configuration not stated)	1.1	0.1	6	-7
COc1cc(C2C(C(=O)Nc3nc4ccccc4s3)=C(C)NC3=C2C(=O)CCC3)cc(OC)c1OC (configuration not stated)	1.0	0.0	-3	-4
O=S(=O)(NCc1ccncc1)c1ccc(F)cc1	2.3	0.1	15	-1
O=C(CCn1c(=S)[nH]c2ccccc2c1=O)N1CCOCC1	0.8	0.0	-6	0
COc1ccc2nc(SCC(=O)Nc3ccc(OC)c(OC)c3)[nH]c2c1	0.1	-0.2	-1	8
NC(=O)C1CCCN(C2CCN(c3ccc(C(=O)NC4CCCC4)cc3)CC2)C1 (configuration not stated)	1.0	-0.1	-1	4
COc1ccc(CCN2C(=O)C3C(C(=O)Nc4ccc(F)cc4)C4(C)C=CC3(O4)C2C(=O)NC2CCCCC2)cc1OC (configuration not stated)	-0.2	0.0	8	1
O=C1CN2C(=N1)N(Cc1ccccc1)c1ccccc12	1.2	0.3	1	7
Cc1ccc(C(=O)N/C(=C\c2ccco2)C(=O)NCCN2CCOCC2)cc1	-1.4	0.2	-3	21
CCOc1ccc(NC(=O)CSc2nc3ccccc3n2S(=O)(=O)c2ccccc2)cc1	2.9	-0.1	0	3
Fc1cc(Br)ccc1-n1ncnc1-c1ccc(Cl)cc1Cl	0.3	0.4	-1	14
COCCN=C1NN=C(c2cc(C)n(CC3CCCO3)c2C)CS1 (configuration not stated)	0.0	0.1	3	11
O=C(O)CCC(=O)NC1CCCCCC1	0.0	0.0	3	-7
S=C(NCc1ccc(Cl)cc1)NN1CCOCC1	-0.9	-0.1	4	-9
CCn1c(=NC(=O)C(C)C)sc2cc(F)ccc21	0.4	0.2	8	8
Cn1c2ccccc2c2nnc(SCC(=O)Nc3ncccn3)nc21	1.3	0.0	-3	-2
CC(=O)Nc1ccc(S(=O)(=O)N2CN3CN(S(=O)(=O)c4ccc(NC(C)=O)cc4)CC(C(=O)c4ccccc4)(C3)C2)cc1	0.2	0.0	3	-1
CCCC(C)c1nnc(NC(=O)c2cc(OC)c(OC)cc2[N+](=O)[O-])s1 (configuration not stated)	1.1	0.2	-8	-2
Cc1c(C=O)c(=O)n(-c2ccccc2)n1C	3.3	0.8	8	14
COc1ccc(N2CCN(CCCNC(=O)c3ccc(CNc4nc(=S)[nH]c5ccccc45)cc3)CC2)cc1	1.5	-0.5	11	9

Brought forward from above: 5 entries; new compounds follow.
SMILES	GPR151 ag	FBW7 activator	TEAD-YAP block	MITF inh
Cn1c2ccccc2c2nnc(SCC(=O)Nc3ncccn3)nc21	1.3	0.0	-3	-2
CC(=O)Nc1ccc(S(=O)(=O)N2CN3CN(S(=O)(=O)c4ccc(NC(C)=O)cc4)CC(C(=O)c4ccccc4)(C3)C2)cc1	0.2	0.0	3	-1
CCCC(C)c1nnc(NC(=O)c2cc(OC)c(OC)cc2[N+](=O)[O-])s1 (configuration not stated)	1.1	0.2	-8	-2
Cc1c(C=O)c(=O)n(-c2ccccc2)n1C	3.3	0.8	8	14
COc1ccc(N2CCN(CCCNC(=O)c3ccc(CNc4nc(=S)[nH]c5ccccc45)cc3)CC2)cc1	1.5	-0.5	11	9
C=CCN1CCN(C(c2cc(OC)ccc2OC)c2nnnn2CC2CCCO2)CC1 (configuration not stated)	-0.8	0.1	3	18
O=C(CSc1nc2[nH]ncc2c(=O)n1-c1ccc(F)c(Cl)c1)Nc1ccccc1F	0.0	1.1	3	14
CCOc1ccccc1N(CC(=O)NC1CCCC1)C(=O)CCC(=O)Nc1nccs1	-1.2	-0.1	1	6
Cc1ccsc1-c1ncnn1-c1sc2c(c1C#N)CCCC2	1.0	-0.2	-11	3
O=C(N/N=C/C1CC=CCC1)c1ccc(O)cc1O (configuration not stated)	1.4	-0.1	16	-21
Cc1ccc(NC(=O)CSc2nnc(-c3cccs3)n2C)cc1	1.2	0.0	0	-23
O=C(Nc1ccc(-c2ccccc2)cc1)c1ccc(C(=O)Nc2ccc(-c3ccccc3)cc2)cc1	0.3	-0.1	2	8
COc1ccc(C2=NNC(c3ccncc3)=Nc3ccc(Br)cc32)cc1OC	-2.0	0.0	-14	-6
COc1ccc(/C=C(\C#N)C(N)=S)c(OC)c1OC	-1.5	0.1	-1	17
O=C(c1ccco1)N1CCN(c2c([N+](=O)[O-])nn(-c3ccc(Cl)cc3)[n+]2[O-])CC1	0.1	-0.2	-22	-3
COc1ccc(C)cc1NC(=O)CSc1nnc(CC(C)c2ccccc2)n1N (configuration not stated)	0.0	0.3	4	2
CCN1CCCC1CNCc1ccccc1Cl (configuration not stated)	-0.8	0.1	5	2
CCOC(=O)c1c(NC(=O)CSc2nnc(CNC(=O)c3ccc(OC)cc3)n2-c2ccc([N+](=O)[O-])cc2)sc2c1CCCC2	1.9	-0.1	-8	-7
C=CCn1c(-c2ccccc2)csc1=Nc1ccc(O)cc1	0.2	-0.6	-35	18
O=C(c1nc2sccn2c1CNCc1ccc2nsnc2c1)N1CCCC1	4.0	0.1	8	0
Cc1cccc(N2C(=O)CC(n3ccnc3)C2=O)c1C (configuration not stated)	0.4	-0.2	-6	-5
Cn1c(=O)n(Cc2ccccc2)c(=O)c2c1nc(N1CCCC1)n2Cc1ccccc1	-1.1	-0.1	15	15
CC1CN(c2ccc([N+](=O)[O-])cc2F)CCN1C(=O)c1ccco1 (configuration not stated)	1.4	0.0	-6	9
CC1(C)OC(=O)C(=CNc2ncccn2)C(=O)O1	-0.2	0.0	-6	10
O=C1OC(c2cccc(Cl)c2Cl)=N/C1=C/c1ccco1	0.9	-0.1	3	-4
CCOc1cc(C2NC(=O)NC(C)=C2C(=O)OC(C)CC)cc(Br)c1O (configuration not stated)	0.0	0.1	8	-9
CCCNC(=O)CCc1nnc2ccc(N3CCCC3)nn12	1.1	0.3	5	9
COc1ccc(CN2CCNC(=O)C2CC(=O)NCc2ccc(F)cc2)cc1C (configuration not stated)	1.1	0.0	7	-1
NC(=O)c1ccc(NC(=O)CN2CCCCCCC2)cc1	-2.5	0.0	-4	8
C/C(=N\NC(=O)c1cccc(N)c1)c1ccc([N+](=O)[O-])cc1	0.5	0.0	-20	5
COc1ccc(OCCn2c(=O)oc3ccccc32)cc1	0.4	0.0	-19	11
O=C(O)c1ccc2c(c1)C(=O)N(c1cccc(/C=C/C(=O)c3ccccc3)c1)C2=O	0.1	0.0	-22	1
COCc1cc(C)c2c(n1)sc1c2nc(C)n2c3ccccc3nc12	-0.6	0.1	-7	22
O=C(Nc1cccc(-c2nc3cccnc3s2)c1)c1cccnc1Cl	2.6	-0.1	-27	2
CC(=O)Nc1ccc(NC(NC(=O)c2ccco2)C(=O)c2ccc(Cl)cc2)cc1 (configuration not stated)	-0.9	0.1	-2	9
COc1ccccc1OCCNC(=O)/C=C/c1ccccc1	0.8	0.6	5	17
COC(=O)c1cc(NS(=O)(=O)c2ccc(C)cc2)cc(C(=O)OC)c1	0.4	-0.2	1	1
O=C(Nc1ccccc1C(=O)Nc1ccccn1)c1ccccc1Cl	0.2	-0.1	19	-17
Cc1nc2ccc(C(=O)NCc3ccccc3)cc2s1	0.8	-0.2	-12	2
O=C(COC(=O)c1ccc2c(c1)S(=O)(=O)c1ccccc1C2=O)Nc1ccc(F)cc1	1.8	0.0	2	6
CC1(C)CC(=O)C2=C(C1)OC1=C(C(=O)CC(C)(C)C1)C2c1ccccc1OCc1ccc(Cl)cc1Cl	-0.9	0.0	5	-14
CCOC(=O)c1c(NC(=O)C(C)Sc2nnc(CNC(=O)c3ccco3)n2CCc2ccccc2)sc2c1CCCCC2 (configuration not stated)	1.2	-0.1	14	8
Nc1ncnc2nc(-c3ccccc3)[nH]c12	0.9	0.1	1	4
COc1cccc(C(=O)Oc2ccc(I)cc2)c1	-0.1	0.1	6	9
COC(=O)C1=C(C)NC2=C(C(=O)CC(c3ccc(Cl)cc3)C2)C1c1ccccc1F (configuration not stated)	0.0	-0.1	3	-5
O=C(c1ccc(Cl)cc1Cl)N1N=C(C2CC2)CC1(O)C(F)(F)F (configuration not stated)	-0.8	-0.1	3	9
C/C(=N\Nc1nc2ccccc2s1)c1ccc(S(=O)(=O)NCc2ccco2)cc1	-0.6	0.1	3	3
COC(=O)CN1C(=O)C(=O)/C(=C(/O)c2ccccc2)C1c1ccc(O)c(OC)c1 (configuration not stated)	-0.3	-0.1	6	1
Cc1ccc2c(c1)NC(C)(C)c1sn(-c3ccc(Cl)c(F)c3)c(=S)c1-2	0.7	-0.1	-3	12
CN(C)S(=O)(=O)c1ccc(NC(=S)NC(=O)c2cccs2)cc1	0.7	-0.2	-16	7
Cc1ccccc1NC(=O)N1CCCC1C(=O)NCc1ccccc1 (configuration not stated)	-2.1	0.1	0	-1
CCOc1ccc(N(Cc2cc3ccc(C)cc3[nH]c2=O)S(C)(=O)=O)cc1	3.3	0.8	1	10
O=C(Cc1ccc(F)cc1)Nc1ccc2sccc2c1	0.0	-0.1	-31	-20
COc1cc(CN2CCN(Cc3cccc(C)n3)C(CCO)C2)c(Cl)cc1O (configuration not stated)	-1.4	-0.1	11	-13
O=C(NCCc1ccccc1)c1ccc2c(c1)[nH]c(=S)n1c3ccccc3nc21	0.2	0.0	2	4

Exported with bars between the fields: entries from further up.
SMILES | GPR151 ag | FBW7 activator | TEAD-YAP block | MITF inh
Cc1ccccc1NC(=O)N1CCCC1C(=O)NCc1ccccc1 (configuration not stated) | -2.1 | 0.1 | 0 | -1
COC(=O)CN1C(=O)C(=O)/C(=C(/O)c2ccccc2)C1c1ccc(O)c(OC)c1 (configuration not stated) | -0.3 | -0.1 | 6 | 1
CN(C)S(=O)(=O)c1ccc(NC(=S)NC(=O)c2cccs2)cc1 | 0.7 | -0.2 | -16 | 7

The list goes on.
SMILES	GPR151 ag	FBW7 activator	TEAD-YAP block	MITF inh
CCOc1ccc(C(CC(N)=O)CC(=O)O)cc1 (configuration not stated)	0.9	0.0	5	-8
O=C(CSc1nc2ccc([N+](=O)[O-])cc2[nH]1)Nc1ccc(Br)cc1	0.4	0.0	22	-7
Cc1cc(Cl)ccc1C(=O)C1CCCN(C(=O)Cn2cncn2)C1 (configuration not stated)	-1.2	1.1	5	15
CC1(C)C(=O)C=C[C@@]2(C)C1CC(=O)[C@]1(C)C2CC[C@@]2(C)[C@H](c3ccoc3)OC(=O)[C@H]3O[C@]321 (some centres not stated)	-0.2	0.4	2	16
O=c1[nH]c(/C=C/c2ccsc2)c([N+](=O)[O-])c(=O)[nH]1	-1.3	-0.1	-3	4
CN(C)c1ccc(/C=N/NC(=O)CCCC(=O)N/N=C/c2ccc(N(C)C)cc2)cc1	-0.1	-0.1	7	9
Cc1nc(N/N=C/c2ccc(Br)cc2)cc(N2CCOCC2)n1	0.5	-0.5	10	10
CCOC(=O)COc1ccc(/C=C(\C#N)c2nc3ccccc3s2)cc1OC	-0.1	0.1	-2	9
COc1ccc(S(=O)(=O)Cc2ccc(C(=O)N3CCN(C)CC3)o2)cc1	-1.8	1.0	-4	16
CC(C)NS(=O)(=O)c1ccc(NC(=O)c2ccco2)cc1	-0.7	0.1	-5	10
CC(=O)Oc1ccc(NC(=O)COc2ccccc2)c(C(=O)O)c1	-4.9	0.0	-1	-6
CCc1ccc(S(=O)(=O)N2CCC(CO)(Cc3ccc(OC)cc3)CC2)s1	-1.6	0.1	1	17
O=C(NCc1ccccc1)Nc1ccc2nsnc2c1	-1.7	0.8	-24	6
O=c1nc(SCc2ccc(Cl)cc2)c2c([nH]1)CCC2	2.9	-0.1	2	4
OCCN1CCOCCOCCOCC1	1.9	0.0	-4	4
CCOC(=O)C1=NNC(C(=O)c2ccccc2)C1c1cccc(Br)c1 (configuration not stated)	0.7	0.3	6	2
CC(C)c1nccn1CC1CCN(C(=O)c2ccccc2Cl)CC1	-0.3	0.0	33*	9
CCCN=C1CC(C)(C)C(C(=O)OC)C(O)=C1C(=O)CCC (configuration not stated)	-1.6	0.0	-5	10
Fc1ccc(-c2noc(C3CCN(Cc4cccnc4)CC3)n2)cc1	-0.9	0.0	5	10
O=C(N/N=C/c1cc(Cl)cc([N+](=O)[O-])c1O)c1ccccn1	-1.9	-0.6	-41	0
C=CCOc1c(Cl)cc(C=O)cc1Cl	1.8	-0.1	6	0
CCCCN(C)C(=O)c1sc2ncnc(NCc3cccc(C)n3)c2c1C	0.3	-0.1	-4	-8
COc1ccccc1NS(=O)(=O)c1ccc([N+](=O)[O-])cc1	-0.1	0.1	9	10
CC(C)CNC(=O)CN(c1cccc(C(F)(F)F)c1)S(=O)(=O)c1ccccc1	2.5	0.1	6	3
